# Compound activity (PubChem BioAssay)
# Mcl1-Bid inh: Mcl-1/Bid interaction inhibition; Q07820; TR-FRET Mcl-1/Bid-Dy647 peptide binding, 1536-well; inhibition, % at 21.7 µM; 220,000 tested, 0.97% active; AID 1021;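 active means compounds that cut the binding signal by more than half at the single screening dose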;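 further: His-tagged Mcl-1 with europium anti-His antibody binding Bid BH3 peptide; 0% = Mcl-1 plus peptide wells and 100% = peptide-only wells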
# Target sequence (Q07820 whole entry, looked up): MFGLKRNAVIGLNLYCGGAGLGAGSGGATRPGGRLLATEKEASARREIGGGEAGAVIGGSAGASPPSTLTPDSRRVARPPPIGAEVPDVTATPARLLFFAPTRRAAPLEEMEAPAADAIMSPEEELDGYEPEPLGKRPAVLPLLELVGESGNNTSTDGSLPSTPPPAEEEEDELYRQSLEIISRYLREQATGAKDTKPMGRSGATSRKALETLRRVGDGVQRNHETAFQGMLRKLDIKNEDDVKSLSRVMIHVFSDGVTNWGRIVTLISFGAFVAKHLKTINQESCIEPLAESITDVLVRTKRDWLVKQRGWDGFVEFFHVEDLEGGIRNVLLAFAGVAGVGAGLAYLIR
# HRas wt GTP bind: modulators of GTP binding to human HRas wildtype. GST-Ras wt beads, Bodipy-FL-GTP binding, flow cytometry; actives lie on both sides. GTP binding activity, % at 10 µM. 190,000 tested, 0.14% active. AID 759;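 active means GTP binding activity at least 20% away from the 100% baseline, either lowered as inhibitor or raised as activator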;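 further: 0% = unlabeled GTP competition control and 100% = no-compound control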
# Target sequence (P01112 whole entry, looked up): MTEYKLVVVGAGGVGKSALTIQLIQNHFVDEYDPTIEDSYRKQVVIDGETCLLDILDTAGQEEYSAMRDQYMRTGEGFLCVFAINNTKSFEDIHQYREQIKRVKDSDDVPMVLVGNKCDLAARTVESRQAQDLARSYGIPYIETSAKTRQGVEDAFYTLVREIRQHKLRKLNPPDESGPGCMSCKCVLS
# GSH bead fluor: GSH bead compound fluorescence profile. GSH beads flow cytometry, compound fluorescence 488/530 nm; hits give high values. fluorescence (KMESF) at 10 µM. 190,000 tested, 0.25% active. AID 1776; in the data active means fluorescence above about 89;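 further: glutathione beads carrying GST-tagged Bcl family fusion proteins plus one bare bead set; values are compound well signal with DMSO vehicle wells as background; inactives centre near 16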
# Rab2A wt mod: changes GTP binding to wildtype dog Rab2A, up or down. P61105. GST-Rab2 wt beads, Bodipy-GTP binding, flow cytometry. GTP binding activity, % at 10 µM. 190,000 tested, 0.19% active;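 active means GTP binding activity at least 20 points away from 100%, either lowered or raised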;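 further: 0% = beads with excess unlabeled GTP and 100% = no-compound control corrected for plate trend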
# Rab7 wt GTP bind: alters GTP binding to wildtype dog Rab7; GST-Rab7 beads, fluorescent GTP binding, flow cytometry; actives lie on both sides; untreated = 100%, excess cold GTP = 0%; 190,000 tested, 0.055% active; GTP binding activity (percent of control), % at 10 µM;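 active means fluorescent GTP binding to Rab7 beads changed by at least 20 points from the 100% baseline, either direction, mostly lower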;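 further: median green fluorescence of bound Bodipy-FL-GTP per Rab7 bead population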
# Cdc42 wt GTP: changes GTP binding to wildtype human Cdc42. GST-Cdc42 beads, Bodipy-GTP binding, flow cytometry; actives lie on both sides. P60953. 190,000 tested, 0.2% active. percent activity (GTP binding), % at 10 µM;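 active means percent activity GTP binding at least 20 points away from the 100% baseline, either down as inhibitor or up as activator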;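 further: median bead fluorescence of bound Bodipy-FL-GTP at 100 nM; 0% = excess unlabeled GTP control and 100% = no compound control; below 100% means less GTP binding so inhibitor and above means activator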
# Target sequence (P60953 whole entry, looked up): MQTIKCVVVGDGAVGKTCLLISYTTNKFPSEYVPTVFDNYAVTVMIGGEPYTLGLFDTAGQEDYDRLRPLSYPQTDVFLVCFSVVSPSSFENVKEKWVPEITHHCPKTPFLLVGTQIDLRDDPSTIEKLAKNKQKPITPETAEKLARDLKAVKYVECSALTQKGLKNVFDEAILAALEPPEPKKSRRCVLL
# Rac1 wt modul: alters GTP binding to wildtype human Rac1; GTP binding activity (% of control), % at 10 µM; GST-Rac1 beads, fluorescent GTP binding, flow cytometry; actives lie on both sides; 0 = cold GTP competed, 100 = untreated; P63000; 190,000 tested, 0.27% active;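 active means GTP binding activity at least 20 points away from the 100% control level, either lower or higher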
# Avidin fluor: avidin bead compound fluorescence profile; fluorescence (KMESF) at 10 µM; 220,000 tested, 0.38% active; Avidin beads, compound fluorescence 488/530 nm, flow cytometry; hits give high values; in the data active means fluorescence above about 47; further: inactives centre near 10
# Pf gamet viab: kills late stage P. falciparum gametocytes | P. falciparum stage V gametocytes, ATP luminescence, 24 h | inhibition, % at 10.9 µM | 150,000 tested, 0.065% active;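 active means inhibition above the mean plus 3 SD of compounds within the control limits, set per campaign, cut at about 38% in these data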;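 further: 0% = DMSO wells and 100% = medium only without gametocytes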
# Rac1 mut GTP: alters GTP binding to activated mutant human Rac1; P63000; GST-Rac1 activated beads, fluorescent GTP binding, flow cytometry; actives lie on both sides; 100% means binding = to untreated wells; percent activity (GTP binding), % at 10 µM; 190,000 tested, 0.11% active; AID 764;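 active means GTP binding at least 20 percentage points away from the 100% baseline, in either direction, so actives lie on both sides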
# Mcl1 Noxa PPI: Mcl-1/Noxa interaction inhibition; Q07820; TR-FRET Mcl-1/Noxa peptide binding, 2 h; inhibition, % at 21.7 µM; 220,000 tested, 1.5% active;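 active means compounds that cut the protein-peptide binding signal by more than 50% relative to plate controls in a single-dose test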;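 further: His-tagged Mcl-1 with rhodamine Noxa BH3 peptide and terbium anti-His antibody; 0% = Mcl-1 plus Noxa peptide wells and 100% = peptide-only wells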
# * marks the source's active call; other numbers are inactive results; nt = not tested or not shown.
SMILES,Mcl1-Bid inh,HRas wt GTP bind,GSH bead fluor,Rab2A wt mod,Rab7 wt GTP bind,Cdc42 wt GTP,Rac1 wt modul,Avidin fluor,Pf gamet viab,Rac1 mut GTP,Mcl1 Noxa PPI
N#Cc1cc(Oc2ccccc2)c(-n2nnc3ccccc32)cc1C#N,-4,101,15,100,98,100,107,5,nt,99,0
COc1c(S(=O)(=O)Nc2cccnc2)ccc(Cl)c1Cl,-33,95,18,95,99,93,98,8,12,94,9
Cc1ccc(C)n1-c1ccc(C(=O)NCc2cccnc2)cc1,-22,100,11,98,106,97,100,26,nt,97,13
COC(=O)c1ccc(C(=O)OC)c(NC(=O)CN(c2ccccc2)S(=O)(=O)N(C)C)c1,4,97,19,95,95,97,101,10,-2,97,9
CCN(CC)c1ccc(NC(=O)c2ccccc2)cc1S(=O)(=O)Nc1ccccc1OC,-29,103,8,101,99,102,105,7,nt,102,11
CCOC(=O)c1c(C)n(C)c2ccc(O)c(CN(C)C)c12,-36,99,30,99,100,100,103,12,nt,100,18
CCOC(=O)CSc1nnc(-c2ccoc2C)n1-c1ccc(OCC)cc1,4,99,47,99,99,101,100,6,-1,99,16
COc1ccccc1/C=N/NC(=O)c1ccc(NC(=O)c2cccc([N+](=O)[O-])c2)cc1,-4,98,16,97,96,96,103,7,nt,97,11
O=C(O)c1cccc(NC(=O)c2ccc3c(c2)C(=O)N(Cc2ccco2)C3=O)c1,-44,99,24,97,106,96,97,13,nt,95,15
CC1CCN(C(=O)c2ccc(N(C)S(C)(=O)=O)cc2)CC1,-5,99,25,97,97,98,98,9,nt,97,9
COc1ccc(S(=O)(=O)n2nc(OC(=O)c3ccco3)cc2N)cc1,-24,98,16,99,99,98,101,33,5,97,-5
CCOC(=O)c1c(NC(=O)CS(=O)(=O)c2cn(CC)c3ccccc23)sc2c1CCCC2,-4,96,18,96,99,99,99,nt,nt,96,-4
CN1C=CC2=C(C#N)C(N)C(C#N)(C#N)C(c3ccccc3)C2C1 (stereo not given),-28,99,25,102,101,99,96,12,-26,100,-9
COC(=O)C1=C(O)CSC1=Nc1ccccc1,-32,99,22,98,101,100,107,19,15,99,-5
CCOc1ccc(NC(=O)CN(C)S(=O)(=O)c2cnc[nH]2)cc1,-11,97,10,99,99,103,105,12,nt,98,13
CCN1C(=O)[C@H]2[C@H]3[C@H](O)[C@H](O)C/C(=N\OC[C@@H](C)[C@H](OCc4ccccc4)C(C)C)[C@@H]3CC[C@H]2C1=O,5,97,20,99,100,100,102,8,nt,99,17
CC1CCCC(C)N1C(=O)c1cc2ncc(CCCl)cn2n1 (stereo not given),-13,101,12,100,100,101,102,4,9,101,9
Cc1cccc(N2CCN(S(=O)(=O)c3ccc4c(c3)CCN4C(=O)CCC(=O)O)CC2C)c1 (stereo not given),-19,99,26,100,101,97,102,8,nt,99,14
COc1cc(C(=O)NCCC(=O)NC(C)C)cc(OC)c1OC,-9,94,11,93,96,95,95,19,-14,94,-7
Cc1ccc(C=Nc2ccccc2C(N)=O)s1,-1,99,19,96,97,103,101,10,nt,99,1
Cc1cccc(N(C(=O)c2ccc(Cl)cc2)C2CS(=O)(=O)CC2OC(=O)c2ccc(Cl)cc2)c1 (stereo not given),-24,98,30,98,96,96,100,11,-13,98,9
COc1ccccc1C(=O)Nc1ccc(S(=O)(=O)Nc2cc(C)nc(C)n2)cc1,-6,100,38,100,98,101,103,6,nt,97,10
CCN(CC)CCCN1C(=O)c2oc3ccccc3c(=O)c2C1c1cccc(OC)c1OC (stereo not given),-12,100,21,98,99,100,100,15,-28,99,3
Cc1cccc2cc3c(N)c(C(=O)N4CCOCC4)sc3nc12,-44,99,12,99,99,97,97,32,nt,95,19
Cc1ccc2cccnc2c1NC(=S)NC(=O)c1ccccc1,-53,97,14,97,97,101,97,37,2,97,-16
COc1cc(/C=N/Nc2ccc(C(F)(F)F)cn2)ccc1O,-27,95,11,97,97,94,96,25,8,94,20
CC1=C(C)CC(C(=O)NNC(=O)c2ccccc2)C(C(=O)O)C1 (stereo not given),-17,100,10,89,94,98,103,21,16,93,17
Cc1ccc(C)c(NC(=S)N/N=C/C(C)c2ccccc2)c1 (stereo not given),-42,94,8,95,95,95,95,7,2,96,-5
COc1cc(OC)nc(NC(C)=O)n1,-18,100,14,101,101,103,102,38,nt,100,-7
Cc1ccc(SCc2nc3ccccc3n2CC(=O)Nc2ccccc2)cc1,-39,99,7,95,95,99,100,29,-4,99,-6
Cc1cc(O)ccc1N/C=C1\CCCC1=O,-53,103,12,101,100,105,106,12,-11,100,10
O=C(c1ccc(-c2ccc([N+](=O)[O-])cc2)o1)N1CCCCC1,22,98,4,98,98,101,105,6,10,100,-2
CCOC(=O)C1CCCN(C(=O)/C=C/c2cc(OC)c(OC)c(OC)c2)C1 (stereo not given),-19,92,17,93,97,90,90,114*,nt,93,-2
CN(Cc1cccc(F)c1)CC(O)COCc1ccccc1Cl (stereo not given),4,96,20,96,95,95,100,5,nt,96,19
CC(C)=CCc1c2c(c3occ(-c4ccc(O)cc4)c(=O)c3c1O)C=CC(C)(C)O2,4,96,14,96,95,98,97,12,nt,95,24
COc1cccc(NC(=O)N(CCCN2CCOCC2)C(C)c2cc3cccc(OC)c3o2)c1 (stereo not given),-12,101,28,101,100,103,104,19,nt,99,12
Cc1noc(C)c1COc1ccc(C(=O)OCc2nnc(-c3ccc(Cl)cc3)o2)cc1,-14,107,14,107,106,105,102,14,nt,98,-3
O=C(CN1CCC(C(=O)c2cccc(Cl)c2)CC1)Nc1cccc(C(=O)O)c1,-13,96,9,96,99,95,100,10,17,94,9
Cc1cccc(CN2CCN(Cc3cnn(-c4ccccc4F)c3)CC2CCO)n1 (stereo not given),-43,99,10,99,104,94,98,3,-24,95,10
CN(Cc1ccccc1)C(=O)C1CCN(S(=O)(=O)c2cc([N+](=O)[O-])ccc2Cl)CC1,18,95,12,95,97,102,97,7,4,96,0

# One compound at a time, as listed above. Order of screens: Mcl1-Bid inh	HRas wt GTP bind	GSH bead fluor	Rab2A wt mod	Rab7 wt GTP bind	Cdc42 wt GTP	Rac1 wt modul	Avidin fluor	Pf gamet viab	Rac1 mut GTP	Mcl1 Noxa PPI
# CC(C)=CCc1c2c(c3occ(-c4ccc(O)cc4)c(=O)c3c1O)C=CC(C)(C)O2 is listed with 4	96	14	96	95	98	97	12	nt	95	24
# CCOC(=O)C1CCCN(C(=O)/C=C/c2cc(OC)c(OC)c(OC)c2)C1 (stereo not given) is listed with -19	92	17	93	97	90	90	114*	nt	93	-2
# O=C(CN1CCC(C(=O)c2cccc(Cl)c2)CC1)Nc1cccc(C(=O)O)c1 is listed with -13	96	9	96	99	95	100	10	17	94	9

# Other results follow:
SMILES,Mcl1-Bid inh,HRas wt GTP bind,GSH bead fluor,Rab2A wt mod,Rab7 wt GTP bind,Cdc42 wt GTP,Rac1 wt modul,Avidin fluor,Pf gamet viab,Rac1 mut GTP,Mcl1 Noxa PPI
COc1cccc(C(=O)NNC(=O)c2ccccc2Br)c1,-13,95,25,97,98,95,96,9,11,94,-28
Cc1ccc(CC(=O)N2CCN(c3ccccn3)CC2)cc1,-10,98,10,98,96,102,99,21,nt,97,14
CCOC(=O)Cn1nc(C)c(NC(=O)COc2cccc(Cl)c2)c1C,0,103,9,100,107,96,99,19,-26,94,10
O=C(NCCc1ccccc1)C(=O)NCC1CCNCC1,-23,94,20,93,97,93,96,9,nt,97,4
CCNc1nc(NC(C)C)nc(N(C#N)CCOc2ccccc2)n1,-31,101,16,99,97,101,100,5,nt,99,-2
COC(=O)c1[nH]c(C)c(/C(O)=C2\C(=O)C(=O)N(CCCN3CCOCC3)C2c2ccccn2)c1C (stereo not given),-23,103,12,102,100,105,103,11,-16,102,22
COc1ccc(CCNC(=O)CSc2nnnn2-c2ccccc2OC)cc1OC,-13,97,19,97,99,98,101,6,nt,97,14
O=C(Cc1ccccc1)NCC(=O)N1CCCCCC1,-35,103,7,100,103,99,105,13,-12,99,2
CC(=O)N1CCN(CCN=CC2=C(O)CC(c3ccco3)CC2=O)CC1 (stereo not given),-14,102,19,101,100,105,104,26,nt,99,14
COc1cccc(CC(NC(C)=O)C(=O)NC2CCN(S(=O)(=O)c3ccc(NC(C)=O)cc3)CC2)c1 (stereo not given),-31,96,15,96,102,96,98,12,nt,98,-2

# Records above printed as active in Avidin fluor:
compound	Mcl1-Bid inh	HRas wt GTP bind	GSH bead fluor	Rab2A wt mod	Rab7 wt GTP bind	Cdc42 wt GTP	Rac1 wt modul	Avidin fluor	Rac1 mut GTP	Mcl1 Noxa PPI
CCOC(=O)C1CCCN(C(=O)/C=C/c2cc(OC)c(OC)c(OC)c2)C1 (stereo not given)	-19	92	17	93	97	90	90	114*	93	-2

# (further entries)
SMILES,Mcl1-Bid inh,HRas wt GTP bind,GSH bead fluor,Rab2A wt mod,Rab7 wt GTP bind,Cdc42 wt GTP,Rac1 wt modul,Avidin fluor,Pf gamet viab,Rac1 mut GTP,Mcl1 Noxa PPI
O=C1/C(=C/c2ccc(O)cc2)CCc2ccc([N+](=O)[O-])cc21,6,99,10,98,97,99,104,8,-27,98,42
COc1cc([N+](=O)[O-])ccc1NC(=O)Cn1ccsc1=N,13,100,23,99,105,98,101,6,-11,99,0
CCn1c(COc2ccccc2C)nnc1SCC(=O)CC(=O)Nc1ccccc1OC,0,91,30,88,93,90,87,3,-30,85,18
COC(=O)CN(C)C1CC(=O)N(c2ccc(Cl)cc2)C1=O (stereo not given),-4,101,21,101,102,103,105,16,19,100,6
COC(=O)CS(=O)(=O)c1cc([N+](=O)[O-])ccc1NC(=O)OC,-7,101,13,102,108,99,102,7,10,96,-7
Cc1ccc(C(=O)Oc2cccc(NC(=O)c3ccco3)c2)cc1S(=O)(=O)N1CCC(C)CC1,4,101,31,101,101,102,104,12,16,100,9

# Limited to HRas wt GTP bind, Pf gamet viab and Rac1 wt modul, for 2 of the compounds above:
molecule	HRas wt GTP bind	Pf gamet viab	Rac1 wt modul
COc1ccc(CCNC(=O)CSc2nnnn2-c2ccccc2OC)cc1OC	97	nt	101
O=C(Cc1ccccc1)NCC(=O)N1CCCCCC1	103	-12	105
